Screens: PubChem BioAssay, National Center for Advancing Translational Sciences (NCATS)
a7 integrin act – integrin-mediated muscular dystrophy alleviation activation. alpha7betagal myoblasts, beta-gal FDG fluorescence, 48 h. Potency, µM (doses to about 38.3 µM), inactives show at the top dose activation, actives largely listed as activators. AID 624291. actives 0.064% (n = 350,000);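 also: potency is read from the fitted curve at half-maximal effect; 100% = response of the positive control SU9516; nearly all actives have a fitted effect of over 60% in size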
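alpha7betagal+/- myoblasts (passage 13, 250/well) treated 48 h at 37C with compounds at 1:260 dilution of DMSO stock. Lysed, then beta-galactosidase activity read as FDG fluorescence (ex 480/em 540) after 30 min, with pre-read for autofluorescence.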
p53 reactivator – mutant p53 re-activation in reporter cells; H1299 p53-A138V BP100-luciferase reporter, luminescence, 24 h; Potency, µM (series often up to 92.2 µM), for the others: at the highest dose activity change, positive = activation, most hits filed as activators; actives 0.063% (n = 320,000); AID 504706; also: potency is read from the fitted curve at half-maximal effect; % of control where 0% means no effect; nearly all actives have a fitted effect of over 45% in size
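p53-null H1299 cells stably carrying temperature-sensitive p53-A138V and a BP100-luciferase reporter were pinned with compounds (4-point, 1:5 series) and held 24 hrs at 37 deg C. Luminescence was read 10 min after detection reagent.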
USP2a block – USP2a (human) protease inhibition | O75604 | USP2 core, Ub-CHOP2 coupled fluorogenic reporter, 485/531 | Potency, µM (top dose mostly 38.3 µM), inactives show top-dose activity change, negative = inhibition, most hits filed as inhibitors | actives 0.01% (n = 330,000) | AID 463254;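 also: potency is read from the fitted curve at half-maximal effect; plate controls were DMSO wells for no effect and full inhibition by NEM control for full effect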
Target sequence (O75604 whole entry, looked up): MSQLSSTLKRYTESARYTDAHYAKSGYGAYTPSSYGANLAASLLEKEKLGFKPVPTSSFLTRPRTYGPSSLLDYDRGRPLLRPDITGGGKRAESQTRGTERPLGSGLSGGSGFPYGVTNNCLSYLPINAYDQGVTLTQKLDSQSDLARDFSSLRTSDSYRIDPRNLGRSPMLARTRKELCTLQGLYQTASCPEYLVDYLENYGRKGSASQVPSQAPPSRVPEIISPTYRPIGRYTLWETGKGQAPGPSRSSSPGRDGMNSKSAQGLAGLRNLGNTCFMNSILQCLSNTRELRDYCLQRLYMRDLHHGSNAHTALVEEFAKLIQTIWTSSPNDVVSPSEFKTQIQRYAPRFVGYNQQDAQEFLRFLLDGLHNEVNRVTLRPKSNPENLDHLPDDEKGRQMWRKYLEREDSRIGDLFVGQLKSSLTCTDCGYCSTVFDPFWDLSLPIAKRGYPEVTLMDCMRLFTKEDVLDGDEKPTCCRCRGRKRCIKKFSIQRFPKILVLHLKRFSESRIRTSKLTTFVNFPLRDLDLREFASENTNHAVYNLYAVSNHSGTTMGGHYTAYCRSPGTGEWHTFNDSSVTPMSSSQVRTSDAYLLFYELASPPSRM
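Deubiquitinase activity read as fluorescence (485/531 nm) after Ub-CHOP2 cleavage activates the enterokinase reporter on its substrate; USP2 core 10nM, Ub-CHOP2 and substrate 25nM each, 30min compound preincubation then 60min RT; data normalized to NEM, curves fitted.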
uPA generation – blocks generation of uPA at the cell surface; cell surface uPA generation assay, qHTS; Potency, µM (doses to about 38.3 µM), without a hit: at the highest dose activity change, negative = inhibition, actives largely listed as inhibitors; actives 0.31% (n = 330,000); AID 540303; active = well fitted inhibition curve with a large enough effect; inconclusive = small, poorly fitted or top-dose-only effect; inactive = no such curve, though single readings can be large or run the other way; tested in mouse RAW 264.7 cells; also: potency is read from the fitted curve at half-maximal effect; % is scaled to controls: 0 for no effect and ±100 for the full control effect; nearly all actives have a fitted effect of over 55% in size
TRPV1 ag – agonists of human vanilloid receptor 1 (TRPV1); Q8NER1; TRPV1-expressing cells, Fluo-8 calcium influx, agonist mode; activation, % at 8.33 µM; actives 0.19% (n = 320,000); in the data active = activation above about 80%; inconclusive = between about 30% and that limit; also: 0% is about no effect
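Cells expressing TRPV1 were dye-loaded with Fluo-8 and read kinetically: 10 s baseline, 3 min after compound (agonist portion), then 2 min after EC20 capsaicin (allosteric enhancer portion). Calcium-bound dye fluorescence at 480/520 nm.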
ELG1 genotox – inducers of genotoxicity in HEK293T ELG1-luciferase cells; Potency, µM (series often up to 46 µM), without a hit: at the top dose activity change, positive = activation, actives largely listed as activators; HEK293T ELG1-luciferase reporter, luminescence, 16 h; actives 1.3% (n = 330,000); AID 504466; also: potency is read from the fitted curve at half-maximal effect; % of control where 0% means no effect; nearly all actives have a fitted effect of over 60% in size
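DMSO vehicle served as control against compound-treated ELG1-luciferase HEK293T cells; exposure lasted 16 hr at 37 °C and 5% CO2, followed by ONE-Glo luminescence detection after 30 min.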
ASM inhibitor – inhibitors of human secretory acid sphingomyelinase. P17405. placental ASM, HMU-PC fluorogenic substrate, 60 min. Potency, µM (titrated, usually from 57.5 µM), without a hit: top-dose activity change, negative = inhibition, actives largely listed as inhibitors. actives 0.006% (n = 340,000); also: potency is read from the fitted curve at half-maximal effect
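Fluorogenic HMU-PC substrate (9 uM final) is turned over by placental ASM in 60 min at 37 C after a 10 min compound preincubation. Reaction ended by alkaline stop (pH 10), with fluorescence read at 386/447 nm.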
B2AR arrestin – beta2AR (human) beta-arrestin recruitment activity | P07550 | beta-arrestin recruitment to beta2AR, cell-based reporter | Potency, µM (titrated, usually from 46.1 µM), for inactives: at the highest dose activation, actives largely listed as activators | actives 0.02% (n = 330,000);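 also: potency is read from the fitted curve at half-maximal effect; 0% = DMSO controls and full agonism = EC100 isoproterenol or metaproterenol; nearly all actives have a fitted effect of over 65% in size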
PTAP TSG101 blk – blocks PTAP/TSG101 interaction to inhibit HIV-1 budding | AID 493005 | Potency, µM (doses to about 115 µM), for the others: at the highest dose activity change, negative = inhibition, most hits filed as inhibitors | Q99816 | 340,000 tested, under 10 active | Fluorescence polarization, FITC-PTAP peptide / Tsg101 binding; active = well fitted inhibition curve with a large enough effect in the main read-out, with a control signal flat, not every such curve was filed as active; inconclusive = small, poorly fitted or top-dose-only effect, or effect the other way, or a change in a side signal; inactive = no such curve, though single readings can be large or run the other way; also: potency is read from the fitted curve at half-maximal effect; % of control where 0% means no effect
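Tsg101 binding domain (10 uM final) was mixed with compound and a FITC-labeled PTAP peptide (50 nM final) in HEPES pH 7.5 buffer with NaCl, Tween 20, EDTA and TCEP; fluorescence polarization was read after 20 min at r.t.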
BRCA1 expr up – increases BRCA1 expression; MCF7-BRCA1-FFLuc reporter, luminescence, 48 h; response scale: scaled: vehicle 0%, 10 µM genistein 100%; actives 1.1% (n = 380,000); AID 624202; Potency, µM (top dose mostly 46.1 µM), without a hit: top-dose activation, usual class: activators; also: potency is read from the fitted curve at half-maximal effect; nearly all actives have a fitted effect of over 80% in size; some results filed as inactive show a strong effect at the top dose
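MCF7 cells carrying a BRCA1-firefly luciferase reporter (2000 cells/well, phenol-red free MEM) were attached for 2 h at 37 °C, then given compounds for 48 h. Luminescence was read 15 min after luciferase reagent; activity normalized to genistein (10 microM) and DMSO.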
Eya2 phos inh – Eya2 (human) phosphatase inhibition; actives 0.006% (n = 330,000); Potency, µM (top dose mostly 76.9 µM), inactives show top-dose activity, negative = inhibition, usual class: inhibitors; recombinant Eya2, OMFP fluorescence dephosphorylation (OMFP is methylfluorescein phosphate); O00167; also: potency is read from the fitted curve at half-maximal effect; % is scaled to controls: 0 for no effect and ±100 for the full control effect
Target sequence (O00167 whole entry, looked up): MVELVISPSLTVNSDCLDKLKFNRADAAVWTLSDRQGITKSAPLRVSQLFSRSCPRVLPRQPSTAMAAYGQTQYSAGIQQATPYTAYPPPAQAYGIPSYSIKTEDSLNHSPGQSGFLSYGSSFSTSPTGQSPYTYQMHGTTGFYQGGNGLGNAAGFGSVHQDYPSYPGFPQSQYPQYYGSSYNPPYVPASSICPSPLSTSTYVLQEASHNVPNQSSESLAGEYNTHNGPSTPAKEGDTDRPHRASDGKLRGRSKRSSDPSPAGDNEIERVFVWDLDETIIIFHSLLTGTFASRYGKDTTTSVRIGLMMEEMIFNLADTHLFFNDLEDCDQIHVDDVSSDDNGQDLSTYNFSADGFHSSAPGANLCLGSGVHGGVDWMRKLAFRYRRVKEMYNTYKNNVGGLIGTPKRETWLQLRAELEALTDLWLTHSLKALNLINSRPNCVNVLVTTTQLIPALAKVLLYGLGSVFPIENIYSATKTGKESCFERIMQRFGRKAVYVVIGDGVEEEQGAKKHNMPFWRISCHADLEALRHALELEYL
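Eya2 protein (added as 0.2 uM solution) was preincubated with compound for 10 min at ambient temperature in 50 mM HEPES pH 7.5, 50 mM NaCl, 5 uM MgCl2, 0.05% BSA, 1 mM DTT. OMFP (added at 50 uM) then reacted 10 min; fluorescence read at 485/525 nm.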
Starred values were filed as active, the others as inactive; ? = inconclusive; / = no result given; & = joins results of further samples; [ ] = another dose, or the depositor's remark. Unless noted, calls follow the shape of the dose curve; as a rule, active = well fitted curve in the direction sought with a large enough effect; inconclusive = small, poorly fitted or top-dose-only effect, or another doubt; inactive = no such curve, though single readings can be large; an effect the other way counts as inactive or inconclusive.

SMILES	a7 integrin act	p53 reactivator	USP2a block	uPA generation	TRPV1 ag	ELG1 genotox	ASM inhibitor	B2AR arrestin	PTAP TSG101 blk	BRCA1 expr up	Eya2 phos inh
O=C(CCC1CCCN(Cc2ccc(O)c(Cl)c2)C1)NCc1ccccc1F (centres undefined)	?	0%	-8%	/	6	0%	-2%	0.4%	-3%	-12%	3%
Cc1ccc(CCNC(=O)C2CC(=O)N(CCc3ccccc3)C2)cc1 (centres undefined)	10%	8%	3%	-9%	-1	-1%[9.26 µM]	8%	0.2%	-5%	-12%	12%
CC[n+]1ccc(C(=O)NCc2ccccc2)cc1	0%	-2%	0%	1%	-7	0%	-4%	-0.5%	-8%	8%	-5%
CCCS(=O)(=O)N1CCN(C2CCC(C)CC2)CC1 (centres undefined)	8%	2%	1%	3%	1	-2%	1%	-0.9%	-1%	-25%	2%
O=C1NC(=Nc2ccccc2)S/C1=C/c1cccnc1	-231%[inhibitor]	-4%	3%	/	1	14%	-1%	-0.1%	1%	25%	-11%
CCCCCC(O)(CCN1CCCCC1)c1ccccc1 (centres undefined)	-54%[inhibitor]	-1%	0%	8%	3	-2%	-1%	-1.0%	-2%	-20%	8%
CN(CC(=O)Nc1ccc(N2CCOCC2)cc1)Cc1c(O)ccc2ccccc12	-36%	-1%	3%	-4%	4	1%	18%	0.2%	-8%	-19%	-9%
O=C(Cc1ccc2c(c1)OCO2)NN=Cc1ccc([N+](=O)[O-])o1	-44%[inhibitor]	27%	1%	-8%	/	-7%	-4%	0.3%	-3%	-85%[inhibitor]	1%
CC1OC(Oc2c(-c3cc(O)c(O)c(O)c3)oc3cc(O)cc(O)c3c2=O)C(O)C(O)C1O (centres undefined)	-11%	-3%	-1%	-10%	-3	1%	-9%	0.0%	0%	3%	-16%
COc1ccc(OC)c(/C=C/C(=O)Nc2ccc3c(c2)CCC3)c1	-16%	11%	2%	10%	2	0%	13%	-0.1%	0%	-12%	9%
O=C(CSc1cn(CCNC(=O)c2cccs2)c2ccccc12)NCC1CCCO1 (centres undefined)	12%	-4%	3%	-2%	1	-11%	2%	0.5%	0%	-1%	13%
CCC1CCCCN1C(=O)CSc1nnc(-c2c[nH]c3ccccc23)o1 (centres undefined)	-5%	21%	1%	5%	0	-13%	-8%	0.0%	-1%	49%	29%[15.4 µM]
Oc1cccc(/C=N/Nc2cc(N3CCCC3)nc(N3CCCC3)n2)c1	-49%[inhibitor]	6%	2%	5%	?	-8%	/	-0.3%	-1%	-41%	-11%
CC1=NNC(=O)/C1=C\c1cn(-c2ccccc2)nc1-c1ccccc1	-65%[inhibitor]	-10%	0%	-11%	?	-25%	-13%	-0.1%	1%	-95%[inhibitor]	0%
CCCC(=O)NC(c1ccc(OCC)cc1)c1ccc(OC)c(OC)c1 (centres undefined)	13%	-4%	-4%	5%	-2	2%	-5%	-0.2%	0%	2%	?
CCc1nonc1NC(=O)c1oc2ccccc2c1C	1%	?	4%	0%	?	15%	-2%	0.5%	-5%	20%	-9%
O=C(CCn1c(=O)sc2ccccc21)Nc1ccon1	-13%	7%	4%	-10%	-3	4%	2%	-1.1%	-7%	54%	-9%
O=C(c1ccc(Cn2cc([N+](=O)[O-])cn2)o1)N1N=C(C(F)F)CC1(O)C(F)F (centres undefined)	5%	0%	-2%	-12%	0	-1%	2%	0.1%	/	1%	-24%
CC(=O)N1CCc2cc(Br)cc(S(=O)(=O)NCc3ccc(Cl)cc3)c21	-1%	-7%	-1%	-1%	0	-2%	-2%	0.1%	-2%	-15%	2%
CCOc1cc(/C=N/NC(=O)C(=O)NCC2CCCO2)ccc1OCC(=O)N1CCOCC1 (centres undefined)	-16%	-5%	-10%	-1%	-3	-4%	-4%	-0.4%	-3%	1%	?

Taken from above.
CC1=NNC(=O)/C1=C\c1cn(-c2ccccc2)nc1-c1ccccc1 | BRCA1 expr up: -95%[inhibitor]
CCC1CCCCN1C(=O)CSc1nnc(-c2c[nH]c3ccccc23)o1 (centres undefined) | BRCA1 expr up: 49%

Continuation:
SMILES	a7 integrin act	p53 reactivator	USP2a block	uPA generation	TRPV1 ag	ELG1 genotox	ASM inhibitor	B2AR arrestin	PTAP TSG101 blk	BRCA1 expr up	Eya2 phos inh
CC(C)SCc1cc(N2CCCC2)nc(-c2ccccc2)n1	3%	-1%	2%	3%	24	3%	2%	0.3%	-4%	-11%	4%
COCCn1c(=NC(=O)c2cccs2)sc2cc(NC(C)=O)ccc21	0%	0%	0%	9%	-2	0%	206%[activator]	-0.1%	-1%	-60%	-7%
Cc1nc(=S)n(-c2ccccc2)[nH]1	-7%	-9%	1%	-1%	-1	-1%	1%	-0.2%	0%	-20%	2%
Cc1cc(C)cc(NC(=O)CCNS(=O)(=O)c2ccc3c(c2)oc(=O)n3C)c1	-7%[7.66 µM]	-13%	-1%	/	2	0%	1%	0.4%	-7%	0%	8%
COc1ccccc1CN=Cc1[nH]c2ccc(Br)c(Cl)c2c1O	-44%	-14%	1%	3%	0	0%	3%	0.1%	-3%	-20%	-4%
Cc1nc2c(C)cccn2c1/C(O)=C1\C(=O)C(=O)N(CCN(C)C)C1c1cccs1 (centres undefined)	8%	/	/	0%	/	/	4%	/	-6%	-1%	/
CCOC(=O)C(C)n1cnc2scc(-c3ccc(C)c(C)c3)c2c1=O (centres undefined)	-6%	17%	-1%	12%	12	-4%	-5%	0.0%	-5%	-32%	-14%
O=C(NCCN1CCCC1)c1ccc(Cl)cc1Cl	11%	19%	0%	-1%	1	3%	-2%	0.5%	-2%	25%	10%
COc1ccc(C(=O)c2c3ccccc3[n+]([O-])n2CCCN)cc1	-12%&0%	?	1%	-28%&-27%	-3	8%	-9%&-10%	-0.1%	-3%&1%	1%&0%	-16%
CN(C)N1C(N)=C(C#N)C(c2ccccc2Cl)C2=C1CCCC2=O (centres undefined)	-5%	5%	-1%	-4%	-2	-3%	2%	-0.1%	-1%	-12%	2%
CN(C)Cc1c(C(=O)N/N=C/c2cccc(OCc3c(F)cccc3Cl)c2)nnn1-c1nonc1N	27%	13%	2%	-3%	0	-5%	-3%	-0.4%	0%	0%	-1%
CN1C(=O)C(O)(CC(=O)/C=C\c2ccc3c(c2)OCO3)c2ccccc21 (centres undefined)	-58%[inhibitor]	4%	1%	-9%	-1	2%	13%	0.1%	-4%	-32%	2%
COc1cccc(N2CC(C(=O)Nc3nnc(SCC(=O)Nc4cc(C)on4)s3)CC2=O)c1 (centres undefined)	2%	-2%	1%	0%	-2	2%	-3%	-0.1%	1%	-16%	-3%
C=CCNC(=O)/C(C#N)=C/c1ccccc1OCc1ccc(C(=O)OC)cc1	-28%	?	1%	?	23	?	72%	-0.7%	-2%	39%	2%
COc1ccccc1C(=O)Nc1ccc(S(=O)(=O)Nc2cc(C)nc(C)n2)cc1	13%	0%	1%	7%	-4	5%	2%	-0.2%	-5%	-15%	0%
Cc1noc(C)c1COC(=O)c1cc(C)n(-c2ccccc2)c1C	-22%	?	-5%	-5%	2	?	0%	7.3%	-4%	28%	-9%
CC1CC1C(=O)OCC(=O)Nc1cccc(S(=O)(=O)NC2=NCCCCC2)c1 (centres undefined)	-17%	-1%	1%	0%	-5	-2%	2%	-0.2%	-8%	-14%	8%
O=C(NCCc1ccccc1)c1cc(-c2ccco2)on1	18%	?	2%	/	?	?	-1%	-0.7%	-3%	?	-6%
CCSc1nnc(NC(=O)c2nc(-c3ccccc3)n(-c3ccccc3)n2)s1	6%	-2%	2%	1%	-3	-6%	-8%	0.2%	-9%	-4%	10%
C/C(=N\NC(=O)c1cc(-c2cccs2)nc2ccccc12)c1ccccn1	-8%	-3%	1%	?	11	0%	6%	-0.3%	-3%	-77%	18%
COc1cccc(-c2sc3ccc(OC)cc3c2-c2ccc(OCCN(C)C)cc2)c1	-2%	-15%	2%	-17%	/	-10%	-26%	0.0%	0%	-61%	-16%
O=C(COc1ccc(Br)cc1)N(Cc1ccccc1)c1ccccn1	3%	-6%	3%	-1%	8	-5%	-2%	0.1%	-2%	-21%	-8%
Cc1ccc(CNc2nc(C)cs2)cc1	-3%	?	0%	-3%	0	1µM*	-3%	-0.1%	-2%	?	-2%
CN1C[C@H]2CON(C)[C@H]2C[C@H]1c1cccc(N2CCOCC2)c1	9%	/	/	-1%	/	/	3%	/	-3%	7%	/
CC1CCC(NC(=O)CCS(=O)(=O)c2ccc3c(c2)NC(=O)C(C)S3)CC1 (centres undefined)	27%	7%	1%	-8%	1	0%	-1%	0.1%	-1%	2%	?
